Screens (PubChem BioAssay)
LDHA inh: blocks human lactate dehydrogenase A | AID 1347041 | purified LDHA, NADH/diaphorase-resazurin fluorescence; hits give low values | activity change, % (values are at about 110 or 230 µM) | 480,000 tested, 0.15% active; in the data active = activity change below about -30%; inconclusive = mostly about -25% to -30%;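 also: plate controls were DMSO wells for no effect and wells without enzyme for full effect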
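Enzyme activity of human lactate dehydrogenase 5 (2 nM; 0.06 mM NADH, 0.2 mM pyruvate, 5 min, RT) is measured via a resazurin/diaphorase fluorescence readout of residual NADH.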
Pol beta inh: blocks human DNA polymerase beta activity. Potency, µM (titrated, usually from 114 µM), for the others: at the highest dose activity change, negative = inhibition, hits mostly inhibitors. Pol beta primer extension/strand displacement, fluorescence kinetic. P06746. AID 485314. 340,000 tested, 1.3% active; also: potency is read from the fitted curve at half-maximal effect; % is scaled to controls: 0 for no effect and ±100 for the full control effect
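Homogeneous kinetic assay of primer extension and strand displacement by 10 nM Pol beta, preincubated 15 min at room temperature with compound before 50 nM substrate (final) was added. Read at 0 and 10 min; four-parameter Hill fit.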
POLK inh: blocks human DNA polymerase kappa activity; purified Pol kappa, fluorescent DNA synthesis assay, 10 min; Potency, µM (series often up to 107 µM), for inactives: top-dose activity, negative = inhibition, usual class: inhibitors; 400,000 tested, 0.53% active; AID 588579; also: potency is read from the fitted curve at half-maximal effect; % is scaled to controls: 0 for no effect and ±100 for the full control effect
Target sequence (Q9UBT6 whole entry, looked up): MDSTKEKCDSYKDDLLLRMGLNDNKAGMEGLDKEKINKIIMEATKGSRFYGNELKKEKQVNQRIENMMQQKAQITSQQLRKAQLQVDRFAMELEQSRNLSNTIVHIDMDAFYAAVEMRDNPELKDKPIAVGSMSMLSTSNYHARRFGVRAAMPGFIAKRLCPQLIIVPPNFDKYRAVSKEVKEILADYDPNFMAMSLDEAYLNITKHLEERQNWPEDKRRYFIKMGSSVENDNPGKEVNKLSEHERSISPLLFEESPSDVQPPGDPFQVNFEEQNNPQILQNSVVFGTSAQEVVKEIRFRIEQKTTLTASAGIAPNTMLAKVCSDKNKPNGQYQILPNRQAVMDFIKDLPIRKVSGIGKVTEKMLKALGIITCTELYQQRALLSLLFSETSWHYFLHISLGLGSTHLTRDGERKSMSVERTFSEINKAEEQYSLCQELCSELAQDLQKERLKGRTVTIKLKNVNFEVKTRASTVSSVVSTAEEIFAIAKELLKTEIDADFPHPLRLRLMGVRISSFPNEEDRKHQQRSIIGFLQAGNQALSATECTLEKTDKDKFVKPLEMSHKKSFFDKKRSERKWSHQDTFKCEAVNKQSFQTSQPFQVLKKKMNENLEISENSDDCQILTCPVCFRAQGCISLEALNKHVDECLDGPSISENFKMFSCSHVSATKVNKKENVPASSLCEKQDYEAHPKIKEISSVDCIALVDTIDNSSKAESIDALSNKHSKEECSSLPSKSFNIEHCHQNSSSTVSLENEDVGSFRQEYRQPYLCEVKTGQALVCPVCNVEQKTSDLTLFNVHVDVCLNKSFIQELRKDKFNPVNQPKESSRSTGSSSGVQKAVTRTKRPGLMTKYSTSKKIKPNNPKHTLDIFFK
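Activity was followed as the change in fluorescence between reads at 0 and 10 min after starting the reaction with 50 nM substrate. Beforehand, 10 nM polymerase had been preincubated with compound for 15 min at room temperature.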
POLI inh: blocks human DNA polymerase iota activity; Q9UNA4; Pol iota fluorescent replication assay, 10 min; Potency, µM (series often up to 115 µM), inactives show at the top dose activity, negative = inhibition, actives largely listed as inhibitors; 390,000 tested, 1% active; also: potency is read from the fitted curve at half-maximal effect
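Pol iota at 10 nM preincubated 15 min with compounds at room temperature; reaction started with fluorescent substrate, 50 nM final. Fluorescence read kinetically at 0 and 10 min; buffer-only wells as negative control.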
APE1 inh: blocks human APE1 abasic DNA cleavage; P27695; recombinant APE1, TAMRA/BHQ-2 abasic DNA cleavage fluorescence; Potency, µM (series often up to 65.8 µM), for the others: top-dose activity change, negative = inhibition, hits mostly inhibitors; 350,000 tested, 0.35% active;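 also: potency is read from the fitted curve at half-maximal effect; plate controls were vehicle for no effect and reference inhibitor for full effect; nearly all actives have a fitted effect of over 55% in size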
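Quantitative HTS: incision of a TAMRA/BHQ-2 double-stranded substrate bearing a tetrahydrofuran abasic site by 0.75 nM APE1 raises fluorescence. Substrate 50 nM final, added after 15 min compound preincubation at room temperature; progress as third-minus-first kinetic read difference.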
BLM helicase inh: Bloom syndrome helicase (human) inhibition | P54132 | recombinant BLM DNA unwinding, fluorescence dequenching | Potency, µM (titrated, usually from 56.1 µM), inactives show at the top dose activity change, negative = inhibition, most hits filed as inhibitors | 350,000 tested, 0.2% active | AID 2528;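 also: potency is read from the fitted curve at half-maximal effect; plate controls were vehicle for no effect and no enzyme for full effect; nearly all actives have a fitted effect of over 35% in size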
Anesthetic bind: candidate novel general anesthetic via apoferritin binding; apoferritin/1-aminoanthracene competitive binding, fluorescence; 350,000 tested, 0.074% active; Potency, µM (top dose mostly 77.5 µM), inactives show at the highest dose activity change, negative = displacement, most hits filed as inhibitors; also: potency is read from the fitted curve at half-maximal effect; % is scaled to controls: 0 for no effect and ±100 for the full control effect; nearly all actives have a fitted effect of over 20% in size
Target sequence (P02791 2-175 limits assumed): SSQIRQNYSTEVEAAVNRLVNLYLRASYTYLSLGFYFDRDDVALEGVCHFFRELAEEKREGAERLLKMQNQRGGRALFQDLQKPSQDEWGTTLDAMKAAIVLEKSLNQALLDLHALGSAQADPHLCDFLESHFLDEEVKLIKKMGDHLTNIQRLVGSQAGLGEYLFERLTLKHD
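Concentration-response curves derived by four-parameter Hill fitting of normalized fluorescence, where compounds displaced 1-AMA from 10 uM horse apoferritin following a brief 10 min room-temperature incubation; propofol titration acted as positive control.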
Glioma ERSR ind: inducers of ER stress response in human glioma cells; U87-MG GRP78 promoter luciferase reporter, 16 h; Potency, µM, for inactives: at the top dose activation, actives largely listed as activators; 420,000 tested, 0.02% active; AID 602332; also: potency is read from the fitted curve at half-maximal effect; series mostly up to about 76 µM; % of control where 0% means no effect; nearly all actives have a fitted effect of over 35% in size
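ERSR induction read as luciferase luminescence (Bright-Glo, 10 min at room temperature) in stably transfected human U87-MG glioma cells exposed to compounds for 16 h, using GRP78 as sensor.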
POLH inh: inhibitors of human DNA polymerase eta. recombinant Pol eta, fluorescent DNA replication assay. Potency, µM (titrated, usually from 114 µM), inactives show top-dose activity change, negative = inhibition, actives largely listed as inhibitors. 390,000 tested, 1.2% active. AID 588591; also: potency is read from the fitted curve at half-maximal effect; % is scaled to controls: 0 for no effect and ±100 for the full control effect
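Fluorescent replication assay: 50 nM final substrate added after a 15 min room-temperature compound preincubation with 10 nM enzyme. Signal taken at 0 min and again at 10 min.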
* hit, by the source's call; ? = inconclusive; nt = no result given; & = joins results of further samples; [ ] = remark or other dose. Unless noted, calls follow the shape of the dose curve; as a rule, active = well fitted curve in the direction sought with a large enough effect; inconclusive = small, poorly fitted or top-dose-only effect, or another doubt; inactive = no such curve, though single readings can be large; an effect the other way counts as inactive or inconclusive. Some of the compounds tested; the hit share may differ from the screen's.

SMILES	LDHA inh	Pol beta inh	POLK inh	POLI inh	APE1 inh	BLM helicase inh	Anesthetic bind	Glioma ERSR ind	POLH inh
Cc1ccc(-c2nnc(SCC(=O)N/N=C/c3c(C)nn(-c4ccccc4)c3C)n2-c2ccccc2)cc1	-1	0%	-5%	37%	-1%	-8%	-1%	-2%	-27%
O=[n+]1c2c(n([O-])c3ccccc31)CCCC2	27	2%	-15%	-4%[58.9 µM]	3%	-6%	-11%	-5%	-9%
CN(CC(=O)O)Cc1oc(CO)cc(=O)c1O	2	nt	-11%	16%	nt	nt	nt	0%	-7%
COc1cc(/C=C(\C#N)C(=O)c2c(C)[nH]c3ccccc23)cc(OC)c1OC	0	-13%[57.1 µM]	3%	15%	1%	2%	-9%	-4%	?
O=C(/C=C/c1ccc2c(c1)OCCCO2)c1ccccc1O	-4	3%	-6%	-2%	-2%	-12%	?	?	-8%
Cn1c(=O)c(=O)n(C)c2cc(N3CCOCC3)c(NS(=O)(=O)c3ccc([N+](=O)[O-])cc3)cc21	-8	-1%	-4%	37%[activator]	-21%	4%	-12%	0%	-21%
CCCNC(=O)NC(=O)CSc1ccc2c(c1)OCCO2	-7	-1%	-5%	7%	-1%	-12%	?	1%	3%
COc1cc(NC(=O)COC(=O)CNC(=O)C2CCCCC2)cc(OC)c1	6	nt	1%	14%	41%	nt	nt	-8%	-2%
Cc1ccc(S(=O)(=O)N2CCCOC2CNC(=O)C(=O)NCCCn2ccnc2)cc1 (stereo unspecified)	-10	62%	-8%	16%	4%	-9%	-5%	-6%	-7%
O=C(CNC(=O)C1CCCCC1)OCCOc1ccccc1	-3	nt	1%	52%[activator]	nt	nt	nt	-2%	nt
Cc1ccccc1CC(=O)Nc1ccc(C(=O)N2CCCC2)cc1	-7	1%	-1%	21%	32%	-1%	-7%	1%	2%
CC(C)[C@H](NC(=O)Nc1cccc(C(F)(F)F)c1)C(=O)O	-9	2%	-8%	12%	1%	-1%	-15%	-1%	-10%
O=S(=O)(c1ccccc1)N1CCC2(CCN(c3ccccc3)CC2)CC1	nt	nt	-10%[60.1 µM]	nt	3%	-5%	nt	-2%	nt
CC(C)(C)c1ccc(-c2nnc(N)o2)cc1	-3	15%	-12%	-13%	1%	-8%	-13%	2%	1%
CCC1CCCCN1CCCNC(=O)CCC(=O)N1CCOc2ccccc21 (stereo unspecified)	-2	19%	-5%	17%	15%	2%	-14%	-3%	-19%
O=C(CN1C(=O)NC2(CCCCC2)C1=O)N1CCN(S(=O)(=O)c2ccc(Cl)s2)CC1	1	nt	4%	9%	0%	nt	nt	-3%	1%
Cc1ccc(NC(=O)c2cnc3ccccc3n2)cc1C	-20	16%	-2%	-18%	-6%	-7%	-1%	1%	-4%
COc1cc2cc(Oc3ccc4ccc(=O)oc4c3)c(=O)oc2cc1O	-4	?	?	?	?	4%&-1%	0%	4%&1%	-3%
O=C(Nc1ccc(F)cc1)c1sc2cc(C(F)(F)F)cnc2c1-c1cccs1	-10	6%	-10%	17%	7%	-2%	-2%	-7%	0%
Nc1cccc(O)c1	1	nt	1%	43%	3%&0%	nt	nt	-2%	-20%
Cc1ccc2nc(Nc3nc(C)cc(C(F)(F)F)n3)nc(C)c2c1	-2	10%	-14%	-6%	?	0%	0%	-2%	-12%
CCC(C)NC(=O)C1CCN(S(=O)(=O)c2ccc(-n3cnnn3)cc2)CC1 (stereo unspecified)	-9	-3%	7%	18%	-9%	-4%	5%	-3%	-10%
O=C1Nc2ccccc2S/C1=C\C(=O)N1CCCC1	nt	12%	nt	nt	0%	3%	-10%	nt	nt
O=C(CCNC(=O)c1ccccc1)NN=Cc1ccc(Br)o1	-9	nt	?	35µM*	15µM*	nt	nt	-2%	56µM*
Cc1ccc(NC(=O)c2ccc(Cl)c(S(=O)(=O)N3CCCCCC3)c2)nc1	-2	nt	-13%	7%	-2%	nt	nt	0%	-18%

Following part:
SMILES	LDHA inh	Pol beta inh	POLK inh	POLI inh	APE1 inh	BLM helicase inh	Anesthetic bind	Glioma ERSR ind	POLH inh
CC(C)(C)NC(=O)CSc1n[nH]c(=O)n1-c1ccccc1	-5	23%	4%	24%	13%	-1%	-7%	-4%	-6%
COc1ccc(OC)c(N2C(=O)CC(Cc3cc(C)cc(C)c3)C2=O)c1 (stereo unspecified)	3	4%	-2%	10%	-3%	-8%	0%	-3%	-19%
CN(C)c1nccc(N(Cc2ccccc2)Cc2ccccc2)c1C#N	-3	36%[activator]	-5%	-9%	-7%	0%	180%[activator]	13%	-15%
COc1ccc(CCC(=O)OCC(=O)c2ccc[nH]2)cc1OC	-5	nt	-1%	-11%	16%	nt	nt	-3%	-14%
COc1ccccc1CNC(=O)C(NS(=O)(=O)c1ccc2c(c1)OCCO2)C(C)C (stereo unspecified)	-9	11%	-11%	?	?	-1%	-10%	-2%	?
COc1ccc2c(c1)sc1nc(-c3ccccc3)cn12	1	11%	-7%	-10%	10%	-9%	11%	-14%	-22%
N#C/C(=N\Nc1cccc([N+](=O)[O-])c1)C(=O)c1ccc(Br)cc1	-1	5%	-34%	?	7%	?	-13%	-8%	79µM*
C/C(CC(=O)N(C(C)C)C(C)C)=N\NC(=O)c1ccccc1Br	-2	42%	3%	0%	13%	-12%	4%	1%	-19%
CCC(C)NS(=O)(=O)c1ccc(OCC(=O)N2CCCC2)cc1 (stereo unspecified)	-10	23%	-9%[60.1 µM]	23%	4%	-6%	-10%	-1%	-3%
CC(C)C[C@H]1CNC(=O)C(=O)N1CC1CCN(CC2CCC(C(C)(C)C)CC2)CC1 (stereo partly specified)	-1	nt	6%	6%	nt	nt	nt	1%	-16%
COc1ccc(CS(=O)(=O)CC2(O)CCN(C(=O)c3cccc(C(F)(F)F)c3)CC2)cc1	0	0%	5%	86%[activator]	0%	0%	-1%	0%	-16%
O=S(=O)(c1ccc(-c2csc(Nc3ccc(F)cc3)n2)cc1)N1CCCC1	-8	1%	-9%	-4%	-6%	-4%	1%	-7%	-19%
CC(=O)c1ccc(OCC(O)CN2CCN(Cc3ccc4c(c3)OCO4)CC2)cc1 (stereo unspecified)	8&-9	-3%&10%	-9%&-8%	-1%&-12%	1%&1%	-5%&-1%	-3%&12%	-3%&-3%	-10%&-1%
COc1cccc(OC)c1C(=O)Nc1nc2cc3c(cc2s1)OCO3	-1	-8%	-6%	-9%	-6%	-3%	-6%	-5%	-3%
O=C(c1nc[nH]c1C(=O)N1CCN(c2ccccc2)CC1)N1CCN(c2ccccc2)CC1	-1	nt	-3%	-18%	-8%	nt	nt	0%	-9%
Cc1ccc(C(=O)N/N=C/c2ccc(-c3cccc(C(F)(F)F)c3)o2)cn1	-5	-13%	-3%	42%[activator]	-7%	0%	-15%	-5%	-9%
O=C(Cn1ccc(C(F)(F)F)n1)NNC(=O)c1cccnc1	-2	12%	-4%	21%	24%	-5%	0%	-4%	-23%
Cc1noc(C)c1Cn1nc(C(=O)O)c2ccccc2c1=O	2	2%	-12%	19%	-3%	1%	-17%	-4%	-17%
Brc1cc(-c2ccccc2)nc(-c2ccccc2)n1	-3	nt	-2%	24%	nt	nt	nt	-5%	-22%
Cc1sc2ncn(CC(=O)NCC(=O)N3CCN(c4ccc(F)cc4)CC3)c(=O)c2c1C	-1	0%	-21%	8%	-11%	-4%	-3%	-1%	-4%
CC(=O)N1[C@H](C)C=C[C@]1(Cc1ccccc1)C(=O)O	-1	-6%	7%	3%	1%&-2%	5%&0%	-5%&-3%	-3%	-4%
COc1ccc(-n2c(-c3cccc(C)c3[N+](=O)[O-])n[nH]c2=S)cc1	2	24%	-20%	?	0%	1%	-12%	-8%	5%
Cc1c(NC(=S)N/N=C\c2ccccc2O)c(=O)n(-c2ccccc2)n1C	3	65%	2%	29%	-12%	0%	142%[activator]	-1%	-9%
O=C(Cn1cnc2c(nnn2Cc2ccccc2F)c1=O)NCc1ccco1	3	-14%	-2%	-11%	-3%	2%	-11%	-4%	-14%
CCCCNc1ncnc2c1cnn2Cc1ccc(Cl)cc1	0	19%	7%	-11%	0%	-5%	-9%	-4%	-1%

(further entries)
SMILES	LDHA inh	Pol beta inh	POLK inh	POLI inh	APE1 inh	BLM helicase inh	Anesthetic bind	Glioma ERSR ind	POLH inh
O=C(CSc1nnc(-c2ccc3c(c2)OCO3)o1)Oc1ccccc1	-2	14%	4%	35%[activator]	nt	-5%	-15%	-6%	-13%
Cc1c(NC(=O)c2cc3ccccc3c(=O)s2)c(=O)n(-c2ccccc2)n1C	-6	2%	-16%	26%	4%	-2%	-6%	-3%	-21%
O=C(CCCC(=O)N(CC(=O)NC1CCCC1)c1ccc(F)c(Cl)c1)Nc1ccccn1	-9	50%	-2%	119%[activator]	-9%	1%	-3%	-1%	-8%
Cc1cc(C)c2c(N)c(C(=O)NCc3ccco3)sc2n1	-5	32%	-6%	5%	8%	-11%	50%[activator]	4%	-9%
Cc1cc(OC(F)F)ccc1NC(=O)Nc1ccc2c(c1)OCO2	2	88%	6%	9%	9%	-1%	2%	-6%	-12%
Cc1ccc(C)c(S(=O)(=O)Nc2ccc3scnc3c2)c1	-1	3%	-4%	26%	?	-20%	0%	-3%	-13%
O=C(c1ccncc1)N1N=C(C2CCCCC2)CC1(O)C(F)(F)F (stereo unspecified)	-3	21%	-5%	94%[activator]	-3%	-3%	-14%	-2%	-14%
COc1ccc(CNC(=O)C(c2ccc(C)cc2)N(Cc2cccs2)C(=O)c2ccc3c(c2)OCCO3)cc1 (stereo unspecified)	2	-2%	-9%	-20%	-4%	-20%	5%	-6%	-18%
CCN(CC)CCNC(=O)C(=O)NCC(c1cccnc1)N1CCN(c2ccc(F)cc2)CC1 (stereo unspecified)	6	-1%	-6%	49%[activator]	nt	-5%	6%	-3%	-14%
CSc1nsc(SCC(=O)N2CCc3ccccc32)n1	-3	9%	-4%	16%	-5%	-2%	-9%	2%	-6%
CCc1nnc(NC(=O)CCC(=O)Nc2ccc(OC)cc2OC)s1	1	23%	-11%	1%	-2%	-5%	5%	7%	0%
CCN(CC)S(=O)(=O)c1cccc(NC(=O)c2cccc(S(=O)(=O)N3CCCC3)c2)c1	-2	nt	-16%	29%	4%	nt	nt	-1%	-25%
